SRC1 TRFRET art: flags TR-FRET format artefacts in PPARgamma SRC-1 recruitment agonist screen; TR-FRET ratio at 8 µM; actives 0.34% (n = 99,000); TR-FRET detection artefact counter-screen, emission ratio; active compounds read high; in the data active = TR-FRET ratio above about 2300; note: inactives centre near 1800; reference of the scale not given here
SRC3 TRFRET art: TR-FRET artefact, counter-screen to PPARgamma/SRC-3 agonist assay; PPARgamma/SRC-3 format; active compounds read high; TR-FRET ratio at 8 µM; actives 0.39% (n = 99,000); AID 1048; in the data active = TR-FRET ratio above about 2000; note: inactives centre near 1600; reference of the scale not given here
* = called active by the depositor. The list is partial (hit frequency here may not be typical).

The opening 6 entries (preview)
SMILES	SRC1 TRFRET art	SRC3 TRFRET art
Cc1ccccc1N1C(=O)NC(=O)/C(=C\c2cc(Br)c(N3CCOCC3)o2)C1=O	1931	1693
CCCCOCCCn1c(N)c(C(=O)OC(C)COC)c2nc3ccccc3nc21 (configuration not stated)	1451	1712
Brc1ccc2[nH]cc(/C=N/N3CCCCC3)c2c1	1754	1548
O=C1NC(=O)C(=CN2CCc3ccccc32)C(=O)N1	1765	1692
COC(=O)C(O)(c1ccc(N=Cc2ccccc2O)c(C)c1)C(F)(F)F (configuration not stated)	1771	1575
CCCCCCN1CCN(c2ccccc2Cl)CC1	1758	1565

The list itself, previewed entries included:
SMILES	SRC1 TRFRET art	SRC3 TRFRET art
Cc1ccccc1N1C(=O)NC(=O)/C(=C\c2cc(Br)c(N3CCOCC3)o2)C1=O	1931	1693
CCCCOCCCn1c(N)c(C(=O)OC(C)COC)c2nc3ccccc3nc21 (configuration not stated)	1451	1712
Brc1ccc2[nH]cc(/C=N/N3CCCCC3)c2c1	1754	1548
O=C1NC(=O)C(=CN2CCc3ccccc32)C(=O)N1	1765	1692
COC(=O)C(O)(c1ccc(N=Cc2ccccc2O)c(C)c1)C(F)(F)F (configuration not stated)	1771	1575
CCCCCCN1CCN(c2ccccc2Cl)CC1	1758	1565
CCc1nc2ccc(N3CCN(C)CC3)cc2nc1CC	1856	1566
Clc1ccc2c(c1)C(OC1CN3CCC1CC3)c1ccccc1CS2 (configuration not stated)	1829	1714
COc1ccc(OCC(=O)N2CCN(Cc3ccc(SC)cc3)CC2)cc1	1786	1475
Cc1cccc(NP(=O)(Oc2ccccc2F)Oc2ccccc2F)c1	1899	1664
CC(C)(C)NC(=S)N1CCn2cccc2C1c1cccnc1 (configuration not stated)	1695	1570
CC(/C=C(\C)Nc1ccccc1)=Nc1ccccc1	2027	1630
O=S(=O)(c1ccc(Cl)cc1)N1CC1c1ccccc1 (configuration not stated)	1635	1490
O=C(Nc1nc(-c2ccccc2)c(-c2ccccc2)s1)c1ccc(S(=O)(=O)N(CCCl)CCCl)cc1	1887	1502
O=C(c1cc(S(=O)(=O)N2CCOCC2)ccc1F)N1CCC2(CC1)OCCO2	1799	1434
C=CCN(CC=C)C(=O)Nc1ccc(OCC)cc1	1971	1595
O=C(COC(=O)Cc1ccccc1)Nc1ccc(F)cc1	1904	1643
COc1cc(N2CCOCC2)ccc1/C=C1\C(=O)NC(=O)N(C2CCCCC2)C1=O	1949	1642
Cc1cc(C=C2C(=O)N(C)C(=S)N(C)C2=O)c(C)n1-c1cccnc1	1794	1545
COc1ccc(C(=O)N2CCCC2=O)cc1	1842	1494
CCOc1ccccc1C1SCC(=O)Nc2c1c(=O)[nH]n2C(CC)CC (configuration not stated)	1811	1503
CC12CCC3C(CCC4C/C(=N/O)CCC43C)C1CCC2O (configuration not stated)	1625	1419
COc1ccc(C2NCCc3[nH]cnc32)cc1 (configuration not stated)	1566	1552
CN(Cc1c[nH]c2ccccc12)C1CCCCC1	1538	1459
O=C(COc1ccccc1F)N1CCN(CCN2C(=O)c3cccc4cccc(c34)C2=O)CC1	2010	1581

(cont.)
SMILES	SRC1 TRFRET art	SRC3 TRFRET art
Cc1cc(C=C2C(=O)NC(=O)NC2=O)c(C)n1-c1ccc2c(c1)OCO2	1714	1607
CCn1cc(CN2CCCC(C(=O)c3sccc3C)C2)cn1 (configuration not stated)	1482	1699
C/C(=N\Nc1ccccc1)c1c(O)n(C)c(=O)n(C)c1=O	1875	1479
CCN(CC)CCN1Cc2ccccc2C1=N	1692	1388
C=Cc1ccc(Cn2c(C(=O)O)c(C=O)c3ccccc32)cc1	1654	1603
O=C1NC(=O)N(c2cccc(Br)c2)C(=O)/C1=C/c1ccsc1	1545	1266
CCOP(=O)(OCC)C(NC(=O)CC(C)C)C(Cl)(Cl)Cl (configuration not stated)	1686	1759
Cc1nn(Cc2ccccc2)c(C)c1C(=O)NCc1ccccc1F	1773	1458
CCCCNC(=O)c1c(N)n(CCCOC)c2nc3ccccc3nc12	1853	1641
COc1ccc(NC(=O)N2CCC3(CC2)OCCO3)c(OC)c1	1656	1514
C#CCN1CCN(c2ccc(F)cc2)CC1	1665	1653
Cc1ccc(N2C(=O)NC(=O)/C(=C\c3ccsc3)C2=O)cc1C	1934	1550
Cc1ccccc1-n1c(O)c(/C=N/N2CCOCC2)c(=O)[nH]c1=S	1791	1399
Nc1ccc2c(c1)Cc1ccccc1-2	1709	1659
CNC(=O)Oc1ccc(-c2cn3cc(Cl)ccc3n2)cc1	2107	1680
c1ccc(C2OCCN3CCCCC23)cc1 (configuration not stated)	1664	1375
CSc1ccc(C(=O)C2CCCN(C)C2)cc1 (configuration not stated)	1801	1736
Cc1nn(Cc2ccccc2)c(C)c1C=C1C(=O)NC(=O)NC1=O	1636	1557
Cc1ccc(C2=CCNCC2)cc1	1534	1478
Cc1ccc(NC2=NCCCS2)c(C)c1C	1734	1676
Clc1ccccc1C1NCc2ccccc2-n2cccc21 (configuration not stated)	1862	1575
FC(F)(F)c1cccc(N2CCNCC2)c1	1768	1393
CCOC(=O)C(C)Oc1cc(C)cc2oc(=O)c3c(c12)CCCC3 (configuration not stated)	1956	1457
O=C(C(=O)N1CCC2(CC1)OCCO2)c1c[nH]c2ccccc12	1691	1720
Cc1cccc(OP(=O)(Nc2ccc(F)cc2)Oc2cccc(C)c2)c1	1666	1394

A second format for part of the listing above:
Each structure is followed by: SRC1 TRFRET art	SRC3 TRFRET art
O=C(C(=O)N1CCC2(CC1)OCCO2)c1c[nH]c2ccccc12
  1691	1720
CSc1ccc(C(=O)C2CCCN(C)C2)cc1 (configuration not stated)
  1801	1736
C#CCN1CCN(c2ccc(F)cc2)CC1
  1665	1653
CCn1cc(CN2CCCC(C(=O)c3sccc3C)C2)cn1 (configuration not stated)
  1482	1699

(listing goes on)
SMILES	SRC1 TRFRET art	SRC3 TRFRET art
Cc1cc(/C=C2/C(=O)NC(=O)N(C)C2=O)c(C)n1-c1ccccc1	2129	1769
O=C(N/N=C/c1c(O)n(C2CC2)c(=S)[nH]c1=O)c1ccccc1O	1699	1666
CN(C)c1ccc(-[n+]2c(-c3ccccc3)cc(-c3ccccc3)cc2-c2ccccc2)cc1	1784	1582
COc1ccccc1-n1c(-c2cccs2)nc2ccccc2c1=O	1534	1418
CC(=O)Nc1cc(C(=O)N2CCC3(CC2)OCCO3)ccc1Sc1ccc(F)cc1	1848	1442
Cc1cccc(-n2c(/C=C/c3ccc([N+](=O)[O-])o3)nc3ccccc3c2=O)c1	1470	1346
COc1cc2c(cc1OC)-c1c3c(cc4c1[C@@H](C2)N(C)CC4)OCO3	1861	1486
COc1ccc(OCC#CCN2CCCCCC2)cc1	1585	1450
COc1ccccc1Cn1c(SCC(=O)C(C)(C)C)nc2cc(C(=O)N3CCC4(CC3)OCCO4)ccc2c1=O	1800	1697
COc1ccc(NC2=NC(C)(C)CS2)cc1	2046	1776
CCCCOC(=O)C1=C(N)OC2=C(C(=O)CCC2)[C@]12C(=O)N(C)c1ccccc12	1752	1614
C[C@]12CCC(=O)C=C1CC[C@@H]1[C@@H]2CC[C@]2(C)C(=O)CC[C@@H]12	1924	1784
O=c1c(C=Nc2cccnc2Cl)c(O)n(CCCCl)c(=O)n1C1CCCCC1	2008	1525
Cc1ccc(OCC(=O)N2CCN(Cc3ccc4c(c3)OCO4)CC2)cc1C	2156	1675
CN1C(=O)CN=C(c2ccccc2)c2cc([N+](=O)[O-])ccc21	1738	1626
CC(=O)N1N=C2C3CCN(CC3)C2C1c1cccc2ccccc12 (configuration not stated)	1720	1667
CC(=O)Nc1ccc(C(c2c(O)c3ccccc3oc2=O)c2c(C)n(C)n(-c3ccccc3)c2=O)cc1 (configuration not stated)	1876	1511
O=c1cccc2n1CC1CC2CN(Cc2c(F)cccc2Cl)C1 (configuration not stated)	1735	1587
CCOC(=O)c1c(C)[nH]c(C(=O)C(C)N2CCCC2)c1C (configuration not stated)	1977	1543
CCOC(=O)c1cc(CC)sc1/N=C/C1C(=O)NC(=S)NC1=O	1766	1492
O=C1NC(=O)C(=Cc2ccc(-c3cc(Cl)ccc3[N+](=O)[O-])o2)C(=O)N1	1651	1369
CC(C)OC(=O)Nc1ccc(N=C(N)N[N+](=O)[O-])cc1	1734	1628
CCCCOc1ccc(CCN)cc1Cl	1680	1318
Cc1cc(N2CCCC2)ccc1C=C(C#N)C#N	1740	1568
CC1(C)Cc2c(sc3c2C(=O)NC(c2cccnc2)N3)CO1 (configuration not stated)	1857	1589

Next part.
SMILES	SRC1 TRFRET art	SRC3 TRFRET art
COc1ccc2nc(NC(=O)CCc3nc(C4=CCN(C)CC4)no3)sc2c1	2044	1543
Cc1ccccc1N1C(=O)NC(=O)/C(=C\c2ccc3c(c2)CCCN3Cc2ccccc2)C1=O	1832	1640
Nc1ccc2nonc2c1[N+](=O)[O-]	1907	1554
CCn1c(O)c(C=Nc2cc(Cl)ccc2Cl)c(=O)n(CC)c1=O	1693	1693
O=C(O)c1cccc2c1NC(c1cccc([N+](=O)[O-])c1)C1CC(Sc3ccccc3[N+](=O)[O-])C(Cl)C21 (configuration not stated)	1893	1668
CCCCN1C(=O)/C(=C/c2ccc(N3CCCCCC3)cc2)C(=O)NC1=S	1892	1512
CCOc1cc(C=C2C(=O)NC(=O)NC2=O)cc([N+](=O)[O-])c1O	1727	1698
CCCCCn1c(=O)c(C(=O)Nc2ccccc2S(N)(=O)=O)c(O)c2ccccc21	1773	1742
Nc1cc(N2CCNCC2)ccc1[N+](=O)[O-]	1875	1617
COc1cccc(-n2nc(C(=O)N3CCC4(CC3)OCCO4)c3ccccc3c2=O)c1	1720	1772
C[C@]12CCC(=O)C(O)=C1CC[C@@H]1[C@@H]2CC[C@]2(C)C(=O)CC[C@@H]12	1760	1619
NC(Cc1ccccc1)Cc1ccccc1	2008	1560
CC1CCCCN1C(=O)c1ccc(N2CC3CC(C2)c2cccc(=O)n2C3)c([N+](=O)[O-])c1 (configuration not stated)	1702	1457
Cc1cc([N+](=O)[O-])c(Cl)cc1NC(=O)C(C)C	1764	1647
O=C(c1ccc(Cl)cc1)C1CCCN(Cc2cccc3ncccc23)C1 (configuration not stated)	1595	1532
N#CC(C#N)=C(N)c1cccnc1	1690	1479
CN1CCN(c2ccc(S(=O)(=O)C(F)(F)F)cc2[N+](=O)[O-])CC1	1752	1525
Fc1ccc(C(OCCN2CCCC2)c2ccc(F)cc2)cc1	1661	1485
O=c1c(/C=N/N2CCOCC2)c(O)n(-c2ccccc2)c(=S)n1-c1ccccc1	2044	1804
NP(=O)(OCC(F)(F)F)Oc1ccc(Cl)cc1 (configuration not stated)	1999	1697
C=CP(=O)(O)c1ccccc1	2002	1587
Cc1nn(Cc2ccccc2)c(Cl)c1C(=O)O	1643	1532
O=C1NC(=O)N(c2ccc3c(c2)OCO3)C(=O)/C1=C/c1ccc(N2CCCC2)o1	1907	1632
O=C(CNC(=O)OCc1ccccc1)Nc1ccc(Br)cc1C(=O)c1ccccc1Cl	1936	1828
COc1ccc2[nH]cc(CCN=C(N)N)c2c1	2048	1612

Not a retest: an excerpt of the list.
SMILES	SRC1 TRFRET art	SRC3 TRFRET art
O=C(CNC(=O)OCc1ccccc1)Nc1ccc(Br)cc1C(=O)c1ccccc1Cl	1936	1828
COc1ccc2[nH]cc(CCN=C(N)N)c2c1	2048	1612

The main list resumes; the 2 compounds before the break are reprinted first.
SMILES	SRC1 TRFRET art	SRC3 TRFRET art
O=C(CNC(=O)OCc1ccccc1)Nc1ccc(Br)cc1C(=O)c1ccccc1Cl	1936	1828
COc1ccc2[nH]cc(CCN=C(N)N)c2c1	2048	1612
Cc1cc(C(=O)CS(=O)c2ccc(F)cc2)cc(C)c1OC(=O)N(C)C (configuration not stated)	1830	1580
COc1ccccc1CCNC1CCC(C)CC1 (configuration not stated)	1911	1440
Cc1ccc(CN2CCCC(C(=O)c3cccc(C(F)(F)F)c3)C2)o1 (configuration not stated)	1663	1694
c1ccc(CCNCc2ccccc2)cc1	2136	1619
Cc1ccccc1N1C(=O)NC(=O)/C(=C\c2cnn(-c3ccccc3)c2)C1=O	1961	1648
C=C[C@@H]1C[C@@]1(C)[C@@H](NP(=O)(c1ccccc1)c1ccccc1)c1ccccc1	1645	1482
CCCOc1ccccc1C1SCC(=O)Nc2c1c(=O)[nH]n2C(C)CCC (configuration not stated)	1928	1645
O=C(c1ccc(F)cc1)C(Cc1ccccc1)N1CCCCC1 (configuration not stated)	2001	1650
Cc1ccc(N2C(=O)NC(=O)/C(=C/C=C/c3ccco3)C2=O)cc1	1766	1711
Clc1ccc(N2CCNCC2)nn1	1806	1606
O=c1[nH]c(=O)n(-c2ccccc2F)c(O)c1C=NCCC1=CCCCC1	1882	1518
COc1cc2c(cc1O)CC1c3c(cc(O)c(OC)c3-2)CCN1C (configuration not stated)	2007	1704
CC(C)[C@H]1C(=O)N2CCC[C@H]2[C@]2(O)O[C@](NC(=O)[C@@H]3C=C4c5cccc6[nH]cc(c56)C[C@H]4N(C)C3)(C(C)C)C(=O)N12	1781	1901
O=C(Nc1ccc(F)cc1)c1c(O)c2c(n(Cc3ccccc3)c1=O)CCCC2	2140	1671
Cn1cc(C(=O)Cc2ccccc2)c2ccccc21	1785	1390
O=C(O)C1C2c3ccccc3C(c3ccccc32)C1C(=O)Nc1ccccc1 (configuration not stated)	1796	1681
CC1=NCCc2c1[nH]c1ccccc21	1677	1732
COc1ccc(C(=O)C2CCCN(Cc3cnc(C)s3)C2)c(OC)c1 (configuration not stated)	1713	1639
COc1cccc(C(=O)C2CN(C)CC2c2ccc(Cl)cc2)c1 (configuration not stated)	1769	1610
CN[C@H](C)[C@H](O)c1ccccc1	1638	1478
CC(C(=O)c1ccccc1)N1C(=O)c2ccccc2C1=O (configuration not stated)	1565	1479
CC(C)Oc1cccc(C(=O)C2CCCN(C3CCOCC3)C2)c1 (configuration not stated)	1750	1542
Cc1cc(/C=C2\C(=O)NC(=O)N(c3ccc(Cl)cc3)C2=O)c(C)n1C	1813	1433
Cc1ccc(C(=O)N/C(=C\Cl)P(=O)(c2ccccc2)c2ccccc2)cc1	1590	1747

High-throughput results (PubChem BioAssay)
